# Screens: PubChem BioAssay, National Center for Advancing Translational Sciences (NCATS)
# ALOX12 inh = inhibitors of human 12S-lipoxygenase ALOX12; P18054; purified 12hLO, xylenol orange hydroperoxide absorbance; Potency, µM (highest dose often 108 µM), inactives show at the top dose activity change, negative = inhibition, actives largely listed as inhibitors; 1.1% of 580,000 active; AID 1671190; active = well fitted inhibition curve with a large enough effect; inconclusive = small, poorly fitted or top-dose-only effect, or another doubt; inactive = no such curve, though single readings can be large or run the other way
# Target sequence (P18054 whole entry, looked up): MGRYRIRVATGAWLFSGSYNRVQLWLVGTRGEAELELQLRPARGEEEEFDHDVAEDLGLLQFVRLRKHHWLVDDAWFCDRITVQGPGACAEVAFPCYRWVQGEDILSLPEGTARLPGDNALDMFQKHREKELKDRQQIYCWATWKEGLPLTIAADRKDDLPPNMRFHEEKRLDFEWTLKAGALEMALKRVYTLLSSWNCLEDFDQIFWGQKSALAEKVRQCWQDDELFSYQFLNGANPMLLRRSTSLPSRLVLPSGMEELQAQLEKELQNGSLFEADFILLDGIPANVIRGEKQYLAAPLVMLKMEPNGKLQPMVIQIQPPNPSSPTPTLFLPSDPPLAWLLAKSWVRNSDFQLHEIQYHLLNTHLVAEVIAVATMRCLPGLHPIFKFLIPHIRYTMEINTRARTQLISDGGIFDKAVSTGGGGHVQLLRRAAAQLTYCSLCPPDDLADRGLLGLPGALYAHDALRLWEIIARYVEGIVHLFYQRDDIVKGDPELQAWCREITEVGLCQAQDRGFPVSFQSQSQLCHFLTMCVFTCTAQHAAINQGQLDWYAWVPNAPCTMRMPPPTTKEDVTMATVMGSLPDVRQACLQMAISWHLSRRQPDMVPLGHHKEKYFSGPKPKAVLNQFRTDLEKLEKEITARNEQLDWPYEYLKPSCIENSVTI
#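 Purified human 12hLO at 150 nM in 25 mM Hepes, 0.01% Triton X-100, pH 7.0, preincubated 15 min at room temperature with compound. Reaction started with 40 uM arachidonic acid, 30 min at room temperature. Hydroperoxide measured by Fe-xylenol orange, 573/405 nm absorbance ratio.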
# An asterisk follows results filed as active; ? = inconclusive; [ ] = another dose, or the depositor's remark. % is set by controls: 0 for no effect and ±100 for the full control effect; potency is the fitted concentration of half-maximal effect. The list is partial. The share of hits here may be higher or lower than overall.
ALOX12 inh | SMILES
94%[activator] | Cc1cccc(C(C(=O)N2CCC(CCn3ccnc3C)CC2)N(C)C)c1 (stereo not drawn)
-19% | Cc1noc(C)c1-c1nccc(NCc2cccnc2)n1
5% | COCc1c(C(=O)N2CCCCCC2)cnn1-c1nccc(-c2cccs2)n1
? | N#Cc1ccc(CNCc2cc(Br)cs2)cc1
-9% | COC(=O)[C@]12C[C@H](CC(=O)N3CCN(C(=O)C4CC4)CC3)C(=O)N(CCC3=CCCCC3)C1=C[C@H](C(C)(C)C)O[C@@H]2C
-26% | O=C(c1ccoc1)N1CCCC(n2cc(-c3nc(C4CC4)no3)nn2)C1 (stereo not drawn)
279%[activator] | O=C(NC1CCS(=O)(=O)C1)c1cc2c(s1)CN(C1CCCC1)C2 (stereo not drawn)
116%[activator] | COCCn1c(CNCc2ccc3c(c2)OCO3)nnc1C1CC(N)C1 (stereo not drawn)
12% | O=C(O)c1ccc(COc2ccc(Cl)cc2)s1
36%[activator] | O=C(CN1CC2CC(C1)[C@H]1CCCC(=O)N1C2)NCC1CC1 (stereo partly drawn)
30% | Cc1cc(C(=O)N2C[C@@H](CN3CCOCC3)[C@@H](CO)C2)cs1
20% | COc1ccc(Nc2nc3ccccc3nc2NS(=O)(=O)c2ccc(C)c(C)c2)cc1OC
-13% | Cc1cc(C[C@@H]2COC[C@@H]2NC(=O)CCc2n[nH]c(C)n2)on1
5% | Cc1cccc(CNC(=O)c2cnn(-c3nccc(-c4cc(C)sc4C)n3)c2C)n1
15% | CNC(=O)N1CCC(C2CCN(C(=O)c3ccncc3)CC2)C1 (stereo not drawn)
78%[activator] | Cn1cc([C@@H](NC(=O)CCc2ccc(=O)[nH]n2)C2CC(O)C2)cn1 (stereo partly drawn)
-1% | O=C(Nc1ccc(Cl)c(C(F)(F)F)c1)c1ccc(Cl)c(Cl)c1
37% | COc1ccc(-n2nc(C3CCCN(C(=O)c4cccc(OC)c4)C3)[nH]c2=O)cc1 (stereo not drawn)
-18%[57.4 µM] | COc1c(C)cnc(Cn2cnc3c(Cl)nc(N)nc32)c1C
82%[activator][176 µM] | CN(C(=O)c1ccccc1F)C1CCc2ccccc21 (stereo not drawn)
? | CCOC(=O)/C=C/C(=O)OCC(=O)c1ccc(Cl)s1
? | COc1ccc(/C=N/OCc2ccc(Cl)c(Cl)c2)c(OC)c1
50%[activator] | COc1cccc(CN2CCC3(CNc4ccccc4[S+](=O)([O-])N3)C2)c1 (stereo not drawn)
? | COc1ccc(CC(=O)N2CCC(N3CC4CC(C3)[C@H]3CCCC(=O)N3C4)CC2)cc1 (stereo partly drawn)
2% | CCCCCCn1c(CN2CCN(c3ccccc3)CC2)nc2c1c(=O)n(C)c(=O)n2C

# Some of the entries so far, as comma-separated lines:
smiles,ALOX12 inh
Cc1cccc(C(C(=O)N2CCC(CCn3ccnc3C)CC2)N(C)C)c1 (stereo not drawn),94%[activator]
CCCCCCn1c(CN2CCN(c3ccccc3)CC2)nc2c1c(=O)n(C)c(=O)n2C,2%
Cc1cccc(CNC(=O)c2cnn(-c3nccc(-c4cc(C)sc4C)n3)c2C)n1,5%

# Returning to the listing, starting 4 compounds before the break.
ALOX12 inh | SMILES
? | COc1ccc(/C=N/OCc2ccc(Cl)c(Cl)c2)c(OC)c1
50%[activator] | COc1cccc(CN2CCC3(CNc4ccccc4[S+](=O)([O-])N3)C2)c1 (stereo not drawn)
? | COc1ccc(CC(=O)N2CCC(N3CC4CC(C3)[C@H]3CCCC(=O)N3C4)CC2)cc1 (stereo partly drawn)
2% | CCCCCCn1c(CN2CCN(c3ccccc3)CC2)nc2c1c(=O)n(C)c(=O)n2C
0% | COc1ccc(CCNC(=O)c2cc3c(N4CCSCC4)nc(C)cn3n2)cc1OC
268%[activator] | CC[C@H]1OC(=O)[C@H](C)[C@@H](O[C@H]2C[C@@](C)(OC)[C@@H](O)[C@H](C)O2)[C@H](C)[C@@H](O[C@@H]2O[C@H](C)C[C@H](N(C)C)[C@@H]2O)[C@](C)(O)C[C@@H](C)CN(C)[C@H](C)[C@@H](O)[C@]1(C)O
-1% | O=C(c1ccn[nH]1)N1CC[C@@H]2[C@@H](CCC(=O)N2CCc2cnc[nH]2)C1
6% | O=C(N[C@H](C(=O)N1CCC[C@H]1C(=O)NCCc1ccccc1Cl)C1CCCCC1)c1ccccc1
5% | O=C(COc1ccccc1Cl)Nc1ccccc1-c1nc(-c2ccncc2)no1
-1% | CCN(CC)S(=O)(=O)c1ccc(Cl)c2ccccc12
1% | Cc1ncc(S(C)(=O)=O)c(NCc2nnc3ccccn23)n1
? | CC1CCCCN1CCC(=O)O (stereo not drawn)
4% | Cc1noc(-c2cccc(F)c2)c1C(=O)NCCc1cccc(Cl)c1
46%[activator] | Cc1nc(-c2cnccn2)n(CC(=O)Nc2cccc(C(F)(F)F)c2)c(=O)c1CCO
31%[activator][176 µM] | N#Cc1cccc(CN2CCC[C@H]2c2nc(-c3ccc(OC4CCCCC4)nc3)no2)c1
-8% | CC(=O)c1c(C)[nH]c(-c2csc(CC(=O)Nc3ccccc3C)n2)c1C
-7%[176 µM] | Cc1noc(C)c1-c1cc(-c2cccc3cc[nH]c23)cn2cncc12
12% | CC(C)NS(=O)(=O)c1cccc(C(=O)N2CCCC2c2ccc3c(c2)OCCO3)c1 (stereo not drawn)
2% | COc1cccc(-c2ocnc2C(=O)NCc2ccc(OC)cc2OC)c1
? | Cc1cc(Br)c2nc(-c3ccc(Cl)cc3)c(Cc3cccc(Cl)c3)n2c1
30% | Cc1cc(C)n(-c2cccc(CN(C)C(=O)C3CCC(=O)N(Cc4ccccn4)C3)c2)n1 (stereo not drawn)
45%[activator] | CN1C(=O)Cc2cc(C(=O)NC3CCCCC3)ccc21
-24% | CCOC(=O)C1=C(Nc2ccccc2)O/C(=C\c2ccccc2C(F)(F)F)C1=O
5% | COc1nc(-c2ccc(C)cc2)ccc1-c1noc(C)n1
-15%[176 µM] | CCNC(=O)NC1(Cc2cc(-c3ccc(OC)cc3)on2)COC1
17% | Cc1ccc(C(=O)N2C(C(=O)N3CCCC3)COC23CCN(C(=O)c2ccccc2C)CC3)cc1 (stereo not drawn)
-6% | COc1ccc(C(=O)N2C[C@@H]3C[C@H](C2)c2c(NC(=O)c4ccc5c(c4)OCO5)ccc(=O)n2C3)cc1
19% | O=C1C[C@@H](c2ccccc2)N=C2N(CC3CC3)C/C(=C/c3ccccc3)N12
-29% | CCCN1CCN(CC2=C(C(=O)OC)C(c3ccc(C)cc3)NC(=O)N2)CC1 (stereo not drawn)

# Next records follow:
ALOX12 inh | SMILES
? | O=C1CCCN1CCCN1C(=O)[C@@H]2C[C@@H](O)CN2C2(CN(Cc3ccoc3)C2)C1=O
7% | O=C(CCc1ccccc1)NCCC1CCN(C(=O)Nc2cccc(F)c2)CC1
4% | CCC1CN(CC(=O)NC(c2ccccn2)C(F)(F)F)Cc2cc(OC)ccc2O1 (stereo not drawn)
72%[activator] | Cc1cc(C)nc(Nc2nc(C)c3cc(C)c(C)cc3n2)n1
17% | O=C(c1ccccc1F)N1CCC(n2cc(-c3nc(-c4ccccc4)no3)nn2)C1 (stereo not drawn)
-25% | O=C(OCC(=O)N1CCCc2ccccc21)c1ccc2c(c1)S(=O)(=O)c1ccccc1C2=O
55%[activator][176 µM] | COC(=O)CN1C(=O)[C@@H]2C[C@@H](O)CN2C2(CN(C3CCCC3)C2)C1=O
? | COCCn1nnnc1C1CC2(CCOCC2)C(=O)N1Cc1cccnc1 (stereo not drawn)
47%[activator] | CC(C)C(=O)Nc1ccc(C2(C(=O)NC3CC3)CCCCC2)cc1
? | CC(C)C(C(=O)NC1CCCCC1)N1C(=O)C(=O)c2ccccc21 (stereo not drawn)
? | Cc1nn(-c2ccc(C(C)C)cc2)c(C)c1[C@@H]1C=C[C@@H](NCc2cccc(Cl)c2)C1
? | CC(=O)N(C)C[C@@H]1Oc2cc(Br)ccc2S(=O)(=O)N([C@H](C)CO)C[C@@H]1C
-7% | COc1ccc(OC)c(C(C)NC(=O)CSC(C)(C)C)c1 (stereo not drawn)
17% | COc1ccc(CCNc2ncnc3sc(C(=O)N4CCCC4)c(C)c23)cc1OC
? | Cc1ncc(C)c(N2C[C@H](NC(=O)CCC(F)(F)F)[C@@H](C(C)C)C2)n1
? | c1cc2c(cc1-c1csc(C3CC3)n1)OCCCO2
-6% | Cc1ccc(Nc2nc(-c3ccccc3)c(C(=O)Nc3cccnc3)s2)cc1C
13% | CC(C)c1nc2nccc(-c3cccs3)n2n1
2% | O=C(NC1CC1)c1cc(SCC(=O)N2CCOCC2)nc2ccccc12
32%[activator] | CC(=O)N(C)c1ccc(NC(=O)Cn2cnc3c2c(=O)n(C)c(=O)n3C)cc1
13% | CC(C)(C)n1nc(C2CC2)c(Br)c1NC(=O)c1ccccc1F
-27% | CC(C)N(CCNC(=O)C(c1ccccc1)c1ccccc1)C(C)C
? | CCOc1cccc(C2CC(=O)NC3=C2C(=O)CC(C)(C)C3)c1 (stereo not drawn)
-3% | NC(=O)C1CCN(Cc2ncc(-c3ccccc3)o2)CC1
2% | Cc1nc2c(c(-c3ccc(Cl)cc3)n1)CCN(C(=O)c1ccccc1Cl)CC2

# Additional structures.
ALOX12 inh | SMILES
7% | O=C(c1cccc(C(F)(F)F)c1)N1CCN(C2CCN(Cc3cccnc3)C2=O)CC1 (stereo not drawn)
? | CN(CC(=O)NC(=O)NCc1ccccc1)C1CCCc2ccccc21 (stereo not drawn)
52%[activator] | COCc1ccccc1C(=O)NCC(O)c1ccccc1C(F)(F)F (stereo not drawn)
21% | COCC1CN(C(C)=O)CC12CCN(S(=O)(=O)c1cnc[nH]1)CC2 (stereo not drawn)
15% | Cn1nc(CC2CCN(c3cc(N)ncn3)CC2)n(-c2ccccc2)c1=O
? | COc1ccc(/C=N/OCc2ccc(Cl)cc2Cl)c(OC)c1
1% | NS(=O)(=O)c1ccc(NC(=O)C2CCn3c(C(=O)c4ccccc4)ccc32)cc1 (stereo not drawn)
? | COc1ccc(C(=O)N[C@@H]2CCC[C@@H]2C(=O)N2CCN(c3ccc(Cl)cc3)CC2)cn1
35%[activator] | CCn1ncc(CN2C[C@@H](CO)[C@H](NC(=O)c3ccccc3)C2)c1C
98%[activator][176 µM] | Cc1nc(CN2C[C@H](C(=O)N3CCN(CCO)CC3)C[C@@H]2c2ccc(F)cc2)cs1
-1% | COCCc1nncn1C1CCN(C(=O)c2cc(C)cc(C)c2)CC1
82%[activator][176 µM] | COCCNC(=O)C[C@@H]1O[C@H](CNC(=O)Nc2cccc(F)c2)[C@@H](O)[C@H]1O
-10% | COC(=O)[C@H]1C[C@@]2(n3ccc4ccccc43)c3ccccc3N(S(=O)(=O)c3ccccc3)[C@H]2N1C(=O)CNC1CCCCC1
? | CC(C)CNc1nc(-c2ccc3c(c2)CC(C)N3S(C)(=O)=O)cs1 (stereo not drawn)
-23% | COc1ccc(Cl)cc1Nc1nc(N)c(C(=O)c2cc(C)ccc2C)s1
26% | CC(C)c1noc(-c2cn(C3CCN(C(=O)COc4ccc(F)cc4)CC3)nn2)n1
1% | COc1ccc(-c2nc(NCCCN3CCCCC3C)c3ccccc3n2)cc1 (stereo not drawn)
-8%[176 µM] | COc1ccc(OC)c(-c2n[nH]c3c2CC(=O)N(Cc2ccccc2)C3)c1
49%[activator] | COc1cccc(CCC(=O)N(C)C2CCc3nnc(C)n3CC2)c1 (stereo not drawn)
? | Cn1ncc2c(N3CCN(c4ccccc4)CC3)nc(N3CCOCC3)nc21
-1% | COc1ccccc1C(=O)Nc1ccc2ncnc(N3CCCCC3)c2c1
-4% | CSc1ccc(O[C@@H]2C=C(C(=O)N[C@@H](Cc3ccc(O)cc3)C(N)=O)C[C@@H](O)[C@H]2O)cc1C
7%[176 µM] | COC(=O)[C@@H]1Cc2ncn(Cc3ccccc3)c2CN1C(=O)COc1ccccc1
-27%[176 µM] | CN(C)CCN(C)C(=O)c1ccc(-c2ncc3cnc(-c4cccc(F)c4)cn23)cc1
0% | N#CC(Cc1ccccc1)Sc1ccccc1 (stereo not drawn)

# (next part)
ALOX12 inh | SMILES
? | COc1ccc(-c2cc(C(=O)NCCC(=O)N3CCOCC3)c3ccccc3n2)cc1OC
51%[activator] | O=C(CCc1nnn2c1CN(S(=O)(=O)c1ccc(F)cc1)CC2)NC1CC1
? | O=C(COc1ccc(Br)cc1)Nc1ccc2c(=O)c3ccccc3oc2c1
-43% | CNCC12CC3CC(CC(C3)C1)C2
26% | O=C(c1ccoc1)N1CCC(Cc2nc(-c3ccccc3)n[nH]2)C1 (stereo not drawn)
22% | Cc1ccc(-c2noc(CCCC(=O)N3CCc4nc5cc[nH]n5c(=O)c4C3)n2)cc1
10% | Cc1ccccc1C(=O)NCCc1cccnc1
29%[176 µM] | CN(C)c1cccc(-c2cc(-c3cn[nH]c3)c3cncn3c2)c1
47%[activator] | COc1ccc2nc(Nc3nc(C)cc(C)n3)nc(C)c2c1
65%[activator] | CCC(=O)N(C1CCOCC1)C1CCN(Cc2ccc[nH]2)CC1
2% | Cc1cnc(C(=O)N[C@@H]2CCC[C@@H]2C(=O)N2CCN(c3ncccn3)CC2)cn1
52%[activator] | CC(Oc1ccc(Cl)cc1)C(=O)NN (stereo not drawn)
0% | COc1ccc(C2NC(=O)N(Cc3nc(C4CCCCC4)no3)C3=C2C(=O)OC3)cc1 (stereo not drawn)

# Sorted by the number under ALOX12 inh (high to low): four from the list above.
SMILES | ALOX12 inh
Cc1ccc(-c2noc(CCCC(=O)N3CCc4nc5cc[nH]n5c(=O)c4C3)n2)cc1 | 22%
Cc1ccccc1C(=O)NCCc1cccnc1 | 10%
COc1ccc(C2NC(=O)N(Cc3nc(C4CCCCC4)no3)C3=C2C(=O)OC3)cc1 (stereo not drawn) | 0%
CNCC12CC3CC(CC(C3)C1)C2 | -43%
